High-throughput results from PubChem.
Sm TGR inh – S. mansoni TGR enzyme inhibition | 360,000 compounds, 3% hits | AID 485364 | purified TGR, DTNB reduction, TNB absorbance 405 nm | Potency, µM (highest dose often 114 µM), inactives show top-dose activity change, negative = inhibition, most hits filed as inhibitors | Q962Y6; further: potency means the concentration at half of the fitted maximal effect; on the % scale 0 is the no-effect control and ±100 the full control effect; nearly all actives have a fitted effect of over 60% in size
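Kinetic colorimetric format: TGR-catalysed, NADPH-driven DTNB reduction monitored via TNB absorbance. Enzyme dispensed at 20 nM; compound exposure 15 min at room temperature before reaction start.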
Giardia FBPA inh – inhibitors of Giardia lamblia fructose-1,6-bisphosphate aldolase | A8B2U2 | purified Giardia FBPA | AID 2451 | 290,000 compounds, 0.71% hits | Potency, µM (top dose mostly 59.6 µM), without a hit: at the top dose activity, negative = inhibition, most hits filed as inhibitors; further: potency means the concentration at half of the fitted maximal effect; on the % scale 0 is the no-effect control and ±100 the full control effect; nearly all actives have a fitted effect of over 55% in size
Target sequence (A8B2U2 whole entry, looked up): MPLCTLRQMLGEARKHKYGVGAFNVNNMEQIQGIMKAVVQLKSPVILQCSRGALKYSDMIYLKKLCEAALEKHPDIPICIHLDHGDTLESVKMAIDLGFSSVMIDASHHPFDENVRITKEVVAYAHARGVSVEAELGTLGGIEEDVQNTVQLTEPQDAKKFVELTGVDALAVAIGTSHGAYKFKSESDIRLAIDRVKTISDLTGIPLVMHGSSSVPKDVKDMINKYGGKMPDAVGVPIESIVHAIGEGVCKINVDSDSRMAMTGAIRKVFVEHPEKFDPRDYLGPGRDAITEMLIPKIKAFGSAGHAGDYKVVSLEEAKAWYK
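Giardia FBPA (40 nM reagent) was preincubated 10 min at RT with compound (up to 57.5 uM final), then substrate plus GAPDH/TPI/NAD/arsenate coupling system with diaphorase/resazurin was added; resorufin fluorescence (525/598 nm) was read after 20 min.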
Shiga toxin inh – blocks Shiga toxin action in Vero cells; Vero cells, Shiga toxin protein synthesis inhibition reporter; inhibition, % at 38.7 µM; 290,000 compounds, 9.2% hits; AID 2315; in the data active means inhibition mostly above about 28%, no sharp cut-off; inactive means mostly below about 43%; further: 0% is about no effect
Pf growth 96h – inhibits malaria parasite growth, 96 h. P. falciparum luciferase reporter growth, 96 h. Potency, µM (top dose mostly 28.7 µM), for inactives: at the top dose activity change, negative = inhibition, hits mostly inhibitors. 320,000 compounds, 6.9% hits. AID 504834; further: potency means the concentration at half of the fitted maximal effect; on the % scale 0 is the no-effect control and ±100 the full control effect
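Infected RBCs, 2% Hct / 0.05% parasitemia final; luciferase-reporter P. falciparum; cpd 96 h, 37 C, 5% CO2; luciferase detection reagent; luminescence.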
Pf growth 48h – inhibits P. falciparum growth in the first generation, 48 h. P. falciparum luciferase growth in erythrocytes, 48 h. Potency, µM (series often up to 28.7 µM), for the others: at the highest dose activity change, negative = inhibition, actives largely listed as inhibitors. 310,000 compounds, 5.9% hits; further: potency means the concentration at half of the fitted maximal effect; on the % scale 0 is the no-effect control and ±100 the full control effect
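Luminescence readout; reporter = integrated firefly luciferase in P. falciparum. RBC culture at 2% hematocrit, 0.1% parasitemia final, 37 C/5% CO2; decreased signal taken as growth inhibition.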
Cycloheximide cs – counter-screen hit for Shiga toxin inhibitors, cycloheximide; cell reporter, cycloheximide protein synthesis inhibition counterscreen; 300,000 compounds, 12% hits; max response, %; AID 2314; in the data active means max response mostly above about 13%, no sharp cut-off; inactive means mostly below about 14%; further: read at 38.3 µM for the half of the compounds with a filed dose; 0% is about no effect
The depositor's hits bear a star; i = inactive; ? = inconclusive; . = not tested or not shown; & = joins results of further samples; [ ] = another dose, or the depositor's remark. Unless noted, the call rests on the fitted dose curve; in most records, active means well fitted curve in the direction sought with a large enough effect; inconclusive means small, poorly fitted or top-dose-only effect, or another doubt; inactive means no such curve, though single readings can be large; an effect the other way counts as inactive or inconclusive.

smiles,Sm TGR inh,Giardia FBPA inh,Shiga toxin inh,Pf growth 96h,Pf growth 48h,Cycloheximide cs
O=S(=O)(NC1=NCCCCC1)c1ccc(Cl)cc1,-1.2%,1.5%,-3.2,14.5%,12.3%,6.9
NC(=O)NC(=O)COC(=O)c1ccc2noc(-c3ccccc3)c2c1,-3.2%,-0.4%,44.4,10.5%,10.9%,-3.6
CC12CC3(C)CC(C)(C1)CC(C(N)=O)(C2)C3,9.8%,-0.1%,-14.6,?,-9.7%,-2.1
CN(C)S(=O)(=O)N1CCc2ccc(NC(=O)c3ccccc3Cl)cc2C1,9.7%,0.6%,14.0,5.86µM*,4.5%,11.5*
CCCC(=O)OCC[N+](C)(C)C,9.7%,5.9%,-11.8,2.5%,2.4%,-3.4
Cc1cccc(NC(=O)/C(=C\c2cccs2)NC(=O)c2ccccc2)c1,1.0%,-11.8%,18.3,238.8%[activator],?,13.5
Cc1cc(NC(=O)CSc2ccc3c(c2)OCCO3)no1,-2.9%,0.4%,33.2,-6.7%,?,5.5
COc1ccc(C(=O)NNC(=O)CSc2nnc(C(C)C)n2C)cc1,-14.4%,-5.2%,-9.4,25.5%,2.0%,-4.6
COc1ccc(CCNC(=O)c2cc(S(=O)(=O)N(C)C)ccc2N2CCCC2)cc1,-0.1%,-1.4%,42.5,-1.5%,-15.4%,-3.8
O=C1c2ccccc2C(=O)N1CSc1nnc(Nc2ccccc2F)s1,3.7%,0.4%,30.0,14.7%,53.5%[activator],21.9*
Cc1ccccc1-n1c(-c2csc(C)c2C)n[nH]c1=S,-0.1%,8.5%,45.7*,4.5%,9.7%,16.6*
COc1cc2c(cc1OC)C(Cc1ccc(O)cc1)NCC2 (stereo unspecified),-5.5%,-2.9%,-19.0,-22.1%,1.6%,-4.5
O=C(O)CCCC(=O)N1CCCC1,5.4%,0.4%,-1.6,98.9%[activator],17.9%,-2.6
CC(C)NC(=O)C(c1ccc(F)cc1)N(C(=O)CCC(=O)Nc1ccccn1)C1CCCC1 (stereo unspecified),1.8%,0.1%,-6.9,-3.9%,-22.5%,-2.6
O=C(OCN1C(=O)c2ccccc2C1=O)c1cccc(OC(F)F)c1,1.8%,8.7%,-7.7,9.2%,12.5%,-5.4
COc1ccc(S(=O)(=O)NCC(c2ccc(F)cc2)N2CCOCC2)cc1Br (stereo unspecified),-0.2%,.,.,57.1%[activator],-10.6%,.
OCC[n+]1c2ccccc2nc2ccc(N3CCOCC3)cc21,?,?,15.0,0.262µM*,0.329µM*,-2.4
Cc1ccc(N=Cc2c(O)c3ccccc3oc2=O)c(C)c1,-1.6%,-7.7%,17.1,8.9%,16.7%,29.9*
Cc1cc(C)nc(NC(C)(C)C(=O)O)n1,1.6%,1.3%,-1.8,10.6%,9.0%,-2.3
O=C(CN1CCCC1)Nc1ccc(Br)cc1,2.6%,?,34.0,?,37.6%,9.4
OCC[C@@H]1C[C@H](O)[C@@H](O)[C@@]2(OCCCc3ccccc32)O1,-11.7%,5.1%,-7.7,-5.3%,5.3%,-1.7
C=C(C)CN(CC)C(=O)COc1ccc(S(=O)(=O)Nc2ccc(OC)cc2)cc1,0.3%,10.3%,23.4,?,.,6.6
COC(=O)c1cccc(C23CC4(C2)[C@H](CN(C)[C@@H]4c2ccccc2)C3c2ccc(C(F)(F)F)cc2)c1 (stereo partly specified),-23.0%,-3.2%&19.7%,-4.7,?,9.28µM*,2.7
FC(F)(F)c1cnc(Oc2ccccc2-c2nnco2)c(Cl)c1,10.0%,-21.0%,22.8,.,9.2%,-2.6
COc1ccc(OCc2nnc3n2N=C(c2ccccc2)C(CC(=O)O)S3)cc1 (stereo unspecified),?,10.1%,-9.4,24.0%,25.4%,-4.2
O=S(=O)(c1ccccc1)c1nc(-c2ccco2)oc1NCc1ccco1,35.5µM*,-4.6%,-1.7,.,?,2.1
Cc1ccc(N2C(=O)C3C(C(=O)c4ccccc4)=NN(c4ccccc4)C3C2=O)cc1 (stereo unspecified),-1.1%,-2.9%,19.0,-4.8%,33.2%[activator],4.6
Cc1ccc2c(c1)N(CCC(=O)NC1CCCCC1)C(=O)CO2,-3.8%,0.4%,-2.9,-7.3%,-2.5%,-4.3
CCOc1cccc2cc(C(=O)NCc3ccc(F)cc3)c(=N)oc12,3.4%,-2.2%,-15.4,?,-13.6%,5.5
O=C(c1cc2c(=O)n3ccccc3nc2s1)N1CCN(Cc2ccc3c(c2)OCO3)CC1,.,-0.3%,-1.9,6.57µM*,-12.0%,-0.7
CSc1nc2nc3c(cc2c(=O)n1-c1ccccc1C)COC(C)(C)C3,0.3%,-0.6%,-9.1,-10.2%,-3.1%,-1.6
Cc1cc2[nH]c(=O)c(=O)[nH]c2cc1S(=O)(=O)N1CCN(c2ccccc2F)CC1,-4.3%&1.1%,-3.3%,1.0,?,?,2.8
CC1=C(C(=O)OC(C)C)C(c2ccc(Cl)cc2)n2c(s/c(=C\c3ccc(OCC(=O)O)cc3)c2=O)=N1 (stereo unspecified),-14.1%,-10.3%,-4.0,7.38µM*,11.7µM*,-1.6
Nn1c(SC/C=C/c2ccccc2)nnc1-c1ccccn1,-15.5%,-6.1%,10.3,?,?,-0.8
COc1ccc(NCCc2ccccn2)cc1,73.1%[activator],?,85.0*,30.7%[activator],72.2%[activator],30.6*
O=S(=O)(Nc1ccc2[nH]ncc2c1)c1ccccc1Cl,-23.2%,-1.3%,-6.0,-11.3%,10.9%,-3.8
C#CCOC(=O)c1csc2nnsc12,-4.3%,-3.4%,8.9,-19.2%,-9.9%,1.9
CNc1nc(N)c([N+](=O)[O-])c(N2CCCCCC2)n1,2.8%,3.7%,-2.8,17.0%,28.6%,-4.7
Oc1ccc(Br)cc1Cn1nnc2ccccc21,3.5%,5.0%,-10.1,-7.0%,?,-2.2
Cc1cccc(N2C(=O)CC(Sc3nc(C)c4c(n3)CCCC4)C2=O)c1 (stereo unspecified),?,5.1%,12.0,?,14.9%,-3.0

Structural class, the compounds so far containing a thiophene ring, fused or not (4)
smiles,Sm TGR inh,Giardia FBPA inh,Shiga toxin inh,Pf growth 96h,Pf growth 48h,Cycloheximide cs
Cc1cccc(NC(=O)/C(=C\c2cccs2)NC(=O)c2ccccc2)c1,1.0%,-11.8%,18.3,238.8%[activator],?,13.5
Cc1ccccc1-n1c(-c2csc(C)c2C)n[nH]c1=S,-0.1%,8.5%,45.7*,4.5%,9.7%,16.6*
O=C(c1cc2c(=O)n3ccccc3nc2s1)N1CCN(Cc2ccc3c(c2)OCO3)CC1,.,-0.3%,-1.9,6.57µM*,-12.0%,-0.7
C#CCOC(=O)c1csc2nnsc12,-4.3%,-3.4%,8.9,-19.2%,-9.9%,1.9

Quoted at random: two entries already listed.
smiles,Sm TGR inh,Giardia FBPA inh,Shiga toxin inh,Pf growth 96h,Pf growth 48h,Cycloheximide cs
CC1=C(C(=O)OC(C)C)C(c2ccc(Cl)cc2)n2c(s/c(=C\c3ccc(OCC(=O)O)cc3)c2=O)=N1 (stereo unspecified),-14.1%,-10.3%,-4.0,7.38µM*,11.7µM*,-1.6
COc1ccc(NCCc2ccccn2)cc1,73.1%[activator],?,85.0*,30.7%[activator],72.2%[activator],30.6*

Carrying on.
smiles,Sm TGR inh,Giardia FBPA inh,Shiga toxin inh,Pf growth 96h,Pf growth 48h,Cycloheximide cs
Cc1cc(=O)[nH]c2ccc(S(=O)(=O)NCc3ccccc3)cc12,-0.6%,7.1%,-6.2,18.8%,-4.2%,-1.9
CCC(C)NC(=O)C1c2ccccc2C(=O)N1Cc1ccc(OC)cc1OC (stereo unspecified),-21.1%,0.7%,-11.8,?,.,-3.5
COC(=O)c1c(C)oc2ccc(N(C(C)=O)S(=O)(=O)c3ccccc3)cc12,1.4%,.,-15.0,13.5%,-22.9%,8.6
Cn1cc(S(=O)(=O)N2CCC(Cc3ccccc3)CC2)c(=O)n(C)c1=O,-22.8%,0.7%,-11.9,13.0%,.,-5.5
CCOC(=O)C1CCN(C(=O)c2cc3ccc(OC)cc3[nH]2)CC1,-2.5%,1.5%,47.6,285.2%[activator],140.0%[activator],26.8*
COC(=O)C1=C(c2ccc(F)cc2OCc2ccccc2)C[C@@H]2CC[C@H]1N2C(=O)NCCOc1ccccc1,2.5%,.,.,?,5.86µM*,.
C=CCSc1nnc2n(CCc3ccccc3)c(=O)c3c4c(sc3n12)COC(C)(C)C4,?,0.9%,-9.9,-24.8%,.,-3.2
O=C(CN1C(=O)C2CCCCN2C(=O)c2ccccc21)N1CCCc2ccccc21 (stereo unspecified),2.3%,5.1%,-5.7,-13.7%,-17.8%,-2.3
O=C(NCCOC(=O)C1COc2ccccc2O1)C1COc2ccccc2O1 (stereo unspecified),-4.1%,4.7%,-3.6,.,24.8%,2.0
CC(=O)OCC(=O)Nc1ccc(N=Nc2ccccc2)cc1,7.0%,7.3%,75.6,i,117.5%[activator],38.1*
CC12CN3CCN(CC(C3)/C1=N/NC(=O)Nc1ccccc1)C2,0.0%,3.0%,37.2,?,42.4%[activator],24.9*
Cc1cc(=O)oc2cc(NC(=S)NCc3cccnc3)ccc12,39.8µM*,-0.8%,-4.5,?,-12.6%,11.3
CCCCCOC(=O)c1ccccc1C(=O)O,0.2%[11.4 µM],10.4%,-12.3,.,.,3.1
Cc1c(NC(NC(=O)CF)C(Cl)(Cl)Cl)c(=O)n(-c2ccccc2)n1C (stereo unspecified),?,8.4%,-5.2,21.8%,-2.8%,-0.8
Cn1c(SCC(=O)N/N=C/C=C/c2ccco2)nc2ccccc21,22.4µM*,7.9%,-10.2,-14.8%,-3.3%,-5.2
Cc1ccc(C(=O)N/C(=C\c2ccc(Br)cc2)c2nc(=S)[nH][nH]2)cc1,15.4%,-15.6%,15.4,?,-19.7%,-1.4
Cc1nc2ccc(S(=O)(=O)Nc3cccc(-c4nc5cccnc5s4)c3)cc2s1,5.4%,16.2%,15.6,-18.9%,19.5%,6.6
COc1ccccc1NC(=O)COc1cccc(-n2cnnn2)c1,0.0%,-0.7%,8.7,?,0.0%,-5.3
COc1cc(NC(=O)c2cccs2)c(C(=O)OCC(=O)NCc2ccccc2)cc1OC,9.3%,2.0%,-4.2,5.9%,.,-2.5
C#CCOCCOCCOCCNc1nc(N2CCN(C(=O)CCCCCCCCCCNC(=O)[C@@H](CCSC)n3cc(CCO)nn3)CC2)nc(N2CCN(C(=O)CCCCCCCCCCNC(=O)[C@H](CCCN=C(N)N)n3cc(C[C@@H](C)CC)nn3)CC2)n1,5.01µM*,.,.,1.17µM*,3.29µM*,.
O=C1CNC(=S)N1CCCc1ccccc1,-21.8%,-10.4%,-6.4,9.2%,21.4%,-3.2
C=C(C)CNC(=S)NNC(=O)CCn1c2ccccc2c2ccccc21,8.2%,0.1%,-12.2,?,-21.9%,-3.2
